# Bioassay records as filed in PubChem BioAssay.
# CatB block: blocks human cathepsin B protease activity; actives 0.1% (n = 63,000); inhibition, %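 (tested at 10 µM)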; AID 453; P07858; purified cathepsin B, fluorogenic substrate, fluorescence; in the data active means inhibition above about 21%;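 further: 0% = enzyme with no compound and 100% = no enzyme blank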
# CatG inh: inhibitors of human cathepsin G. P08311. actives 0.2% (n = 62,000). AID 581. inhibition, % at 5 µM (by protocol). purified enzyme, AMC-tetrapeptide fluorescence, pooled mixtures;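 active means inhibition above 20% in each of the two mixture wells holding the compound; inactive means inhibition of 20% or less in either well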;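 further: 0% = enzyme control without mixture and 100% = blank lacking enzyme; strong numbers were not always called active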
# Ec RNAP inh: Escherichia coli RNA polymerase inhibition. AID 559. actives 0.2% (n = 62,000). inhibition, %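 (tested at 10 µM)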. P0A8V2. E. coli RNA polymerase, fluorescence transcription assay; in the data active means inhibition above about 20%;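 further: 0% = enzyme without compound and 100% = no enzyme blank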
# Target sequence (P0A8V2 whole entry, looked up): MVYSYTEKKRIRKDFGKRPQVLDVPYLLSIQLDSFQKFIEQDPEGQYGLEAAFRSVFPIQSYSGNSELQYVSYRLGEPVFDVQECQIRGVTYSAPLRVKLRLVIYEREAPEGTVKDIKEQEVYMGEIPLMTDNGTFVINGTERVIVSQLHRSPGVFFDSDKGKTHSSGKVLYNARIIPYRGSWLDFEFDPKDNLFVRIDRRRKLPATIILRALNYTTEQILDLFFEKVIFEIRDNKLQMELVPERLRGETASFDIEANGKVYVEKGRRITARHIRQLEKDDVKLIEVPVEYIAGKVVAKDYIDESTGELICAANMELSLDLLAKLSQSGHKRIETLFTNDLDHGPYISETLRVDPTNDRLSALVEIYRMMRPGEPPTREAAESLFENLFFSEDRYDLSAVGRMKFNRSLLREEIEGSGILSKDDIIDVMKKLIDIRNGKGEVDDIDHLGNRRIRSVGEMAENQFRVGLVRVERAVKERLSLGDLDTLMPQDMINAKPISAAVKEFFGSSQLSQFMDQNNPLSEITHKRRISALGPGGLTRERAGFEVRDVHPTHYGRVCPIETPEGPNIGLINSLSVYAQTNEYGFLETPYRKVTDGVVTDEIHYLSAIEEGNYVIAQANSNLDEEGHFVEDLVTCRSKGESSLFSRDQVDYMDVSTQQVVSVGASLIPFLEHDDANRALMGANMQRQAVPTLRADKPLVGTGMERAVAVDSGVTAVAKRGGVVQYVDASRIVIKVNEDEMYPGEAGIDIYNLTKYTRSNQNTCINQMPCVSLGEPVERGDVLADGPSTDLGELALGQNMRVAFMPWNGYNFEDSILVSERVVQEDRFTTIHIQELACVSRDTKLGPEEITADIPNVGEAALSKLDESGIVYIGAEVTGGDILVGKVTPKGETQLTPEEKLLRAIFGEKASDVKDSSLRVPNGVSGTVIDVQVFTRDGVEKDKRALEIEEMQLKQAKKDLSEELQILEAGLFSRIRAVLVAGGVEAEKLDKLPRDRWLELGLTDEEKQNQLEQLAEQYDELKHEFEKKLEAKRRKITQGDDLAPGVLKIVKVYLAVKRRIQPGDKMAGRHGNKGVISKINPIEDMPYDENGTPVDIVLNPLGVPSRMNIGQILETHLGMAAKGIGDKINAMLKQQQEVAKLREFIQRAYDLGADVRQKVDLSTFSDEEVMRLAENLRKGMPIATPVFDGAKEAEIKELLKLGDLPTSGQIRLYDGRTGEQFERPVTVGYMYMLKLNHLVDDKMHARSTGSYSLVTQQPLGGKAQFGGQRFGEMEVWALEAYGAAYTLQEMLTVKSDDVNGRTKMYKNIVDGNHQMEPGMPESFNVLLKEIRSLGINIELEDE
# CatL block: inhibitors of human cathepsin L; P07711; AID 460; purified cathepsin L, fluorogenic substrate, fluorescence; actives 0.17% (n = 58,000); inhibition, %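 (tested at 10 µM)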; in the data active means inhibition above about 45%;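 further: 0% = enzyme with no compound and 100% = no enzyme blank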
# CatS inh: blocks human cathepsin S protease activity. P25774. recombinant cathepsin S, AMC dipeptide fluorescence, pooled mixtures. inhibition, %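 (tested at 5 µM per compound within 10-compound mixtures)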. actives 0.06% (n = 62,000); in the data active means inhibition above about 32%, passing the limit was not always enough;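 further: 0% = enzyme without compound and 100% = blank without enzyme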
# FXIa mix inh: factor XIa (human) inhibition, mixture screen. P03951. purified FXIa, fluorogenic substrate, pooled mixtures. inhibition, % at 5 µM. actives 0.19% (n = 62,000). AID 680; in the data active means inhibition above about 20%, passing the limit was not always enough;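 further: each value is inhibition by a whole ten-compound pool holding the compound; 0% = enzyme with no mixture and 100% = wells lacking enzyme; strong numbers were not always called active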
# CatB mix inh: human cathepsin B inhibition by mixtures. P07858. Purified cathepsin B, AMC dipeptide fluorescence, compound mixtures. inhibition, %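 (ten-compound pools at 5 µM per compound and 50 µM total)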. actives 0.06% (n = 62,000); in the data active means inhibition above about 22%, passing the limit was not always enough;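 further: 0% = enzyme without compound and 100% = no enzyme blank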
# AP ELISA ortho: alternative pathway complement inhibition, orthogonal assay. Human serum alternative complement pathway, LPS-coated ELISA, C3 deposition; tested in compound mixtures. inhibition, % at 5 µM. actives 0.08% (n = 62,000);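 active means inhibition above 30% in each of the two pooled mixtures holding the compound, so the lower value exceeds 30%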;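 further: 0% = serum in Mg-EGTA without compound and 100% = EDTA serum blank; some compounds past the cut are filed as inactive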
#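 Test system – human serum alternative complement pathway, C3 deposition on LPS-coated wells · Buffer or medium – diluted human serum in Mg2+-EGTA GVB++ · Compound dosing – 5 µM each compound, pools of ten, 50 µM per pool · Schedule – 1 h serum-compound exposure at 37 °C · Measured by – Anti-C3 ELISA, OD 450 nm · Read-out basis – percent inhibition of C3 deposition onto LPS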
# C1s inh: human complement C1s inhibition; purified C1s, fluorogenic AMC substrate, pooled mixtures; actives 0.16% (n = 62,000); mean inhibition % of two 10-compound mixtures (active compounds read high), % at 5 µM (by protocol); AID 538;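 active means inhibition above 20% in each of the two 10-compound mixture wells holding the compound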;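 further: 0% = enzyme wells lacking compound mixture and 100% = no-enzyme blank wells; some compounds called inactive have numbers as strong as hits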
# * marks the source's active call; other numbers are inactive results; x = no result given.
No.	canonical_smiles	CatB block	CatG inh	Ec RNAP inh	CatL block	CatS inh
1	Cc1nnc(SCc2nc3ccccc3c(=O)n2-c2ccccc2Cl)n1N	5	-3	1	x	7
2	CN1CCN(CC(=O)Nc2ccc(Cl)cc2C(=O)c2ccccc2)CC1	-1	0	1	x	-2
3	CCOC(=O)c1c(C)n(Cc2ccccc2)c2ccc(OCC(O)Cn3nc(C)nc3C)cc12 (stereo unspecified)	1	11	4	-7	-1
4	C[C@H]1CCCC(=O)CCC/C=C/c2cc(O)cc(O)c2C(=O)O1	4	3	8	7	-1
5	Cc1ccc2c(c1)CC1(CN2C)C(=O)NC(=O)N(c2cc(C)ccc2C)C1=O (stereo unspecified)	-3	2	4	20	8
6	CCOC(=O)N(c1ccccc1)P1(=S)OCCO1	5	-6	14	8	18
7	CN(C)C(=O)Oc1ccc(OC(=O)N(C)C)cc1	-2	-2	-1	-9	-10
8	C=CCn1c(O)c(C=Nc2ccc(OC)cc2C)c(=O)[nH]c1=O	2	9	-1	-13	-8

No.	FXIa mix inh	CatB mix inh	AP ELISA ortho	C1s inh
1	9	1	9	0
2	8	2	3	-2
3	10	4	12	17
4	2	3	12	8
5	4	-1	-3	2
6	4	-3	-4	-10
7	3	-6	11	-1
8	8	2	11	11

# Gathered by group: those above containing a halogen.
No.	canonical_smiles	CatB block	CatG inh	Ec RNAP inh	CatL block	CatS inh
1	Cc1nnc(SCc2nc3ccccc3c(=O)n2-c2ccccc2Cl)n1N	5	-3	1	x	7
2	CN1CCN(CC(=O)Nc2ccc(Cl)cc2C(=O)c2ccccc2)CC1	-1	0	1	x	-2

No.	FXIa mix inh	CatB mix inh	AP ELISA ortho	C1s inh
1	9	1	9	0
2	8	2	3	-2

# Next part
No.	canonical_smiles	CatB block	CatG inh	Ec RNAP inh	CatL block	CatS inh
9	O=C(Cc1ccc(Br)cc1)N1CCN(Cc2ccccc2)CC1	0	11	x	7	-4
10	O=C(COc1ccccc1)N1CCN(Cc2c[nH]c3ccccc23)CC1	5	4	5	-7	-7
11	OC12Oc3ccccc3C=C1N1CCC2CC1 (stereo unspecified)	0	6	5	-7	3
12	CC(=NCCCN1CCOCC1)c1c(O)n(-c2ccccc2C)c(=O)[nH]c1=O	1	12	9	1	-5
13	O=C(C1CC(=O)N(C2CCCCC2)C1)N1CCC2(CC1)OCCO2 (stereo unspecified)	7	-1	5	9	7
14	CCCC(C)(COC(N)=O)COC(=O)NC(C)C (stereo unspecified)	10	6	1	25	-3
15	O=C(Cc1ccccc1)N1CCN(C2CCCC2)CC1	0	-13	1	14	-6
16	CN1C(=O)N(C)C(=O)C2(Cc3c(nc4ccccn4c3=O)N3CCC(Cc4ccccc4)CC32)C1=O (stereo unspecified)	1	-16	-6	-7	0

No.	FXIa mix inh	CatB mix inh	AP ELISA ortho	C1s inh
9	1	1	20	10
10	4	1	10	11
11	5	6	6	17
12	2	4	-2	11
13	4	4	-6	31
14	5	1	16	15
15	-2	-3	-8	-36
16	0	-1	1	-19

# Further structures.
No.	canonical_smiles	CatB block	CatG inh	Ec RNAP inh	CatL block	CatS inh
17	O=C(NC(Cc1ccccc1)C(=O)N1CCC2(CC1)OCCO2)C1CCCCC1 (stereo unspecified)	2	10	2	5	8
18	COCCOC(=O)C1=C(N)Oc2c(c(=O)oc3ccccc23)C1c1ccncc1 (stereo unspecified)	-3	4	6	0	7
19	COc1cccc(N2CCN(Cc3ccc(Cl)cc3)CC2)c1	x	1	10	19	29
20	COC(=O)C(C)Oc1cc(C)cc2oc(=O)c3c(c12)CCCC3 (stereo unspecified)	0	-2	2	1	0
21	COc1ccc(C(CC(=O)N2CCC3(CC2)OCCO3)NS(=O)(=O)c2ccc(C)cc2)cc1 (stereo unspecified)	4	9	4	26	-4
22	CC1(C)CC2(CCO1)NCCN1C(=O)CSC12 (stereo unspecified)	0	1	-3	2	7
23	CN1CCC(N(C)c2nc(-c3ccccc3)nc3ccccc23)CC1	7	12	11	11	11
24	Cn1c[n+](C)cc1C(O)c1ccccc1 (stereo unspecified)	2	0	5	-2	-7

No.	FXIa mix inh	CatB mix inh	AP ELISA ortho	C1s inh
17	8	5	12	12
18	13	8	17	2
19	4	-1	-5	-3
20	2	-3	-5	-5
21	-10	2	3	-15
22	10	-2	12	1
23	2	5	4	14
24	-3	1	11	0

# Part of the list above in a different format:
# The line under a structure holds: CatB block, CatG inh, Ec RNAP inh, CatL block, CatS inh, FXIa mix inh, CatB mix inh, AP ELISA ortho, C1s inh
[20] COC(=O)C(C)Oc1cc(C)cc2oc(=O)c3c(c12)CCCC3 (stereo unspecified)
 : 0, -2, 2, 1, 0, 2, -3, -5, -5
[21] COc1ccc(C(CC(=O)N2CCC3(CC2)OCCO3)NS(=O)(=O)c2ccc(C)cc2)cc1 (stereo unspecified)
 : 4, 9, 4, 26, -4, -10, 2, 3, -15

# Carrying on:
No.	canonical_smiles	CatB block	CatG inh	Ec RNAP inh	CatL block	CatS inh
25	O=C(C(Cc1ccccc1)NS(=O)(=O)c1cccc2nsnc12)N1CCC2(CC1)OCCO2 (stereo unspecified)	-2	-2	-6	-6	-19
26	CC(=O)Nc1ccccc1OC(=O)N(C)C	-2	-4	6	-2	-4
27	O=c1[nH]c(=O)n(C2CCCCC2)c(O)c1C1NCCc2ccccc21 (stereo unspecified)	9	10	3	23	3
28	Cc1nc2ccccc2c(=O)n1-c1ccccn1	1	0	6	x	1
29	O=C1CC[C@@]2(O)[C@H]3Cc4ccc(O)c5c4[C@@]2(CCN3CC2CC2)[C@H]1O5	0	-5	7	8	2
30	CCCC(C)n1[nH]c(=O)c2c1NC(=O)CSC2c1ccc(OC)c(OC)c1 (stereo unspecified)	0	0	4	0	-3
31	C[N+]1(C)[C@@H]2CC(OC(=O)[C@H](CO)c3ccccc3)C[C@H]1[C@@H]1O[C@@H]12 (stereo partly specified)	3	-13	5	18	-15
32	CN1CCN(C(=O)Cc2nc3ccccc3[nH]2)CC1	-1	5	7	30	-4

No.	FXIa mix inh	CatB mix inh	AP ELISA ortho	C1s inh
25	7	-1	20	-3
26	1	1	0	-3
27	5	-2	-5	-2
28	-2	-2	-2	7
29	6	4	-11	4
30	-6	-2	0	-13
31	0	1	15	1
32	2	-4	20	-33

# Remaining list, next part
No.	canonical_smiles	CatB block	CatG inh	Ec RNAP inh	CatL block	CatS inh
33	CN=C(SCc1ccccc1)c1c(O)n(C)c(=O)n(C)c1=O	2	12	8	15	-4
34	Cc1ccc(S(=O)(=O)NC(CC(=O)N2CCC3(CC2)OCCO3)c2ccco2)cc1 (stereo unspecified)	2	-2	1	13	6
35	O=c1cccc2n1CC1CC2CN(c2ncnc3c2cnn3-c2ccccc2)C1 (stereo unspecified)	3	10	5	12	10
36	COC(=O)CSC1=NP(=S)(SCC(=O)OC)N2CCCC2=C1C#N (stereo unspecified)	2	8	4	28	5
37	Cc1nn(-c2ccccc2)c(Cl)c1C1C(C#N)=C(N)Oc2c1c(=O)oc1ccccc21 (stereo unspecified)	1	11	6	-4	1
38	Cc1ccc2c(c1)C1CN(C)CCC1N2C(=O)Cc1cccs1 (stereo unspecified)	-3	-7	6	x	4
39	O=c1c2ccccc2nc(CN2CCCCCC2)n1-c1ccc(F)cc1	2	6	8	42	-4
40	C=CCn1c(O)c(C(CC)=NCCCO)c(=O)[nH]c1=O	7	-4	9	6	12

No.	FXIa mix inh	CatB mix inh	AP ELISA ortho	C1s inh
33	8	4	4	13
34	5	-1	6	-21
35	3	3	12	12
36	-7	-4	7	1
37	21	5	11	27
38	0	-1	12	-49
39	3	4	20	-7
40	-2	2	-9	-16

# Remaining list, next part.
No.	canonical_smiles	CatB block	CatG inh	Ec RNAP inh	CatL block	CatS inh
41	CCOP(=O)(C#CC(C)(C)C)C(O)(c1ccccc1)C(F)(F)F (stereo unspecified)	-2	-6	8	0	1
42	Cc1ccc(C2C(S(C)(=O)=O)=C(O)C(=O)N2c2ccccc2)cc1 (stereo unspecified) (tested in a mixture with another compound)	1	5	7	3	-5
43	N=c1c2c(n(Cc3ccc(Cl)cc3Cl)c3c1CCC3)CCCC2	2	-11	-10	0	1
44	CN(C)c1ccc(CN2CC=C(c3ccc(F)cc3)CC2)cc1	x	-1	5	-1	-3
45	O=C(c1ccc(Cl)cc1)C12CN3CN(CN(C3)C1)C2	x	-4	5	-6	-1
46	COc1ccc(OCC(=O)N2CCN(Cc3c[nH]c4ccccc34)CC2)cc1	1	1	15	18	15
47	Cc1cccc(C2=NCC(=O)N(CC(=O)NCc3ccco3)c3sc4c(c32)CCCC4)c1	-6	0	2	-3	x
48	CCOCCCN=Cc1c(O)n(Cc2ccccc2)c(=O)[nH]c1=O	-3	13	7	2	-2

No.	FXIa mix inh	CatB mix inh	AP ELISA ortho	C1s inh
41	5	1	0	-52
42	7	-2	10	-36
43	1	-1	-5	-5
44	6	3	12	4
45	0	4	-6	5
46	4	7	4	-2
47	0	45	4	-17
48	2	-5	6	9

# Further structures follow:
No.	canonical_smiles	CatB block	CatG inh	Ec RNAP inh	CatL block	CatS inh
49	CC1N(O)C2CCCCCC2N1O (stereo unspecified)	0	0	6	-2	1
50	OCCN1C2CCC1CC(O)(c1ccc(F)cc1)C2 (stereo unspecified)	1	15	6	2	-1
51	CCOc1cccc(C2NCc3ccccc3-n3cccc32)c1O (stereo unspecified)	4	11	6	11	-2
52	c1ccc2oc(N3CCNCC3)nc2c1	-1	0	1	2	0
53	O=C(NC1CC1)C1CSC(c2cccnc2)=N1 (stereo unspecified)	0	10	12	18	10
54	C=CCN1C(=O)C2(C(C(=O)OCC)=C(N)Oc3ccccc32)c2c1c1ccccc1oc2=O (stereo unspecified)	4	8	7	-5	-2
55	CN(C)C1(c2nnnn2CCOC(=O)Nc2ccc(Cl)cc2)CCCCC1	1	-9	-4	10	-1
56	CCCCn1c(O)c(C(CC)=Nc2ccc(OCC)cc2)c(=O)[nH]c1=O	-8	-1	-1	-17	-6

No.	FXIa mix inh	CatB mix inh	AP ELISA ortho	C1s inh
49	2	7	14	-18
50	7	2	7	13
51	14	1	6	12
52	2	3	15	1
53	1	5	6	21
54	5	6	19	0
55	-2	-4	-6	16
56	8	3	25	6

# (cont.)
No.	canonical_smiles	CatB block	CatG inh	Ec RNAP inh	CatL block	CatS inh
57	CCCC1(CCC)C(=O)NC(=NCc2ccccc2)NC1=O	3	9	9	4	-1
58	O=C(c1cc(-c2cccnc2)nc2ccc(Cl)cc12)N1CCC2(CC1)OCCO2	2	9	5	-1	1
59	Cc1ccc2nc(-c3ccncc3)cc(C(=O)N3CCC4(CC3)OCCO4)c2c1	-1	7	6	7	-5
60	CN1C(=O)C(Cc2c[nH]c3ccccc23)C(=O)N(C)C1=O	6	3	9	23	0
61	Cc1nc2cc(C(F)(F)F)ccc2n1C1CCN(Cc2nnnn2Cc2cccs2)CC1	5	9	-2	x	0
62	FC(F)(F)/C(=N\P(=S)(N1CCOCC1)N1CCOCC1)N1CCOCC1	5	5	3	x	14
63	O=C(Cc1ccccc1)Oc1cccc(N2C(=O)CCC2=O)c1	-3	1	6	6	10
64	Cc1cccc(NC(=O)CSc2nnc([C@@H](N)Cc3c[nH]c4ccccc34)o2)c1C	1	-1	9	101*	10
65	CC(c1ccccc1)n1cncc1C(=O)N1CCCC1=O (stereo unspecified)	-5	-1	6	2	-1
66	O=C(c1cc2c(s1)CCCC2)N1CCC2(CC1)OCCO2	2	6	7	15	1
67	CC(=O)Nc1ccc(OC(=O)N(C)c2ccccc2)cc1	-5	-2	1	-6	-9

No.	FXIa mix inh	CatB mix inh	AP ELISA ortho	C1s inh
57	-4	4	19	18
58	3	-6	14	-3
59	2	3	19	0
60	-6	1	9	-104
61	16	2	4	3
62	9	0	8	-11
63	11	5	7	-8
64	-10	1	-11	-6
65	4	3	7	-4
66	-1	-5	6	-5
67	9	5	19	-8

# This is a subset; the hit share may differ from the screen's.
